# p47phox inh: p47phox/p22phox peptide binding inhibitors, primary screen, biochemical, uHTS, NADPH oxidase regulatory subunit. Neutrophil cytosol factor 1 (Homo sapiens), P14598. fluorescence polarization, 2 h. inhibition, % at 24.7 µM. 220,000 tested, 0.53% active;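 active = inhibition above about 30%, limit read from the data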;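 also: 0% = p47phox with labelled peptide and 100% = labelled peptide alone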
# Target sequence (P14598 whole entry, looked up): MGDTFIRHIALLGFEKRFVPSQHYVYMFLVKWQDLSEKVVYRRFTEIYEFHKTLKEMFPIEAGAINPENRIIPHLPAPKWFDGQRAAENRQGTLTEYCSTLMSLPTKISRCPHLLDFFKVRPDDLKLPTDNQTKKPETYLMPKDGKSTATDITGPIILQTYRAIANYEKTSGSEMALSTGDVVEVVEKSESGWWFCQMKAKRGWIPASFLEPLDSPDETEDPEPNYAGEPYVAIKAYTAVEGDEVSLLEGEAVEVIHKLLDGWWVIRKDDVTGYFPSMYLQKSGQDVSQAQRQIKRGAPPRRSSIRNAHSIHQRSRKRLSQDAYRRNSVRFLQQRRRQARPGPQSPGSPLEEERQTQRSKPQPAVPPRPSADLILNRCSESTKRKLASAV
# S1P4 antag: S1P4 receptor antagonists, primary screen, cell-based; Sphingosine 1-phosphate receptor 4 (Homo sapiens), O95977; S1P4-expressing cells, antagonist mode, reporter read-out; inhibition, % at 4.98 µM; 220,000 tested, 0.26% active; AID 1510, 2009; in the data active = inhibition above about 29%;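 also: 0% = wells stimulated with agonist and 100% = vehicle wells without agonist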
# Target sequence (O95977 whole entry, looked up): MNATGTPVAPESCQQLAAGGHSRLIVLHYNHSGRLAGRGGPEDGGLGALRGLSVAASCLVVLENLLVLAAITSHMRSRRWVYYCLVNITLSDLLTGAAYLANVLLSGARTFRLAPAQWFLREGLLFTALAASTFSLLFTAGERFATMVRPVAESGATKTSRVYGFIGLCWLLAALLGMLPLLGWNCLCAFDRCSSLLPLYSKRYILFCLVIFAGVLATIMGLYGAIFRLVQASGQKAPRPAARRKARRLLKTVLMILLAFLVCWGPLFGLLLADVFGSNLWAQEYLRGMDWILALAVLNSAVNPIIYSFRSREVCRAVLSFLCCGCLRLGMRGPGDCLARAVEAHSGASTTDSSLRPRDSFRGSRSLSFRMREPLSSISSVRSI
# CHOP inhibitor: inhibitors of CHOP promoter induction, primary screen, cell-based, unfolded protein response, luciferase reporter. CHO-K1 CHOP-promoter luciferase, tunicamycin-induced, 15-18 h. inhibition, % at 10 µM. 220,000 tested, 3.8% active. AID 2732, 2010;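 active = compounds that reduced the stress-induced luciferase reporter signal by more than about 70% of percent inhibition, limit read from the data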;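 also: 0% = tunicamycin plus vehicle and 100% = wells without tunicamycin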
# BaF3 parental: parental Ba/F3 cell viability inhibition, counter-screen for JAK2V617F inhibitor project, murine pro-B, CellTiter-Glo luminescence; CellTiter-Glo ATP luminescence; inhibition, % at 5.6 µM; 220,000 tested, 1.1% active; AID 1486, 2009;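 active = inhibition above a per-campaign cutoff, the mean inhibition of all tested compounds plus 3 SD, cut at about 27% in these data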;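 also: 0% = DMSO wells and 100% = JAK Inhibitor I control wells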
# NPY-Y1 antag: NPY-Y1 receptor antagonists, primary screen, cell-based | Neuropeptide Y receptor type 1 (Homo sapiens), P25929 | HEK293-CNG Y1 cells, membrane potential fluorescence; NPY at EC95, then isoproterenol | 200,000 tested, 1% active | inhibition, % at 3.6 µM;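 active = inhibition above the campaign mean inhibition of all tested compounds plus 3 SD, cut at about 20% in these data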;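 also: 0% = DMSO wells given NPY plus isoproterenol and 100% = isoproterenol alone without NPY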
#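 Assay system: HEK293 Y1/CNG channel cell line; Doses: single compound dose of 3.6 µM, 0.4% DMSO; Timing: dye 3 h, compound 60 min room temperature, stimulation 45 min; Technique: Membrane-potential fluorescent dye readout; Measure: % inhibition of NPY effect.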
# NPY1 pot ag: NPY-Y1 receptor potentiators or agonists, primary screen, cell-based | Neuropeptide Y receptor type 1 (Homo sapiens), P25929 | NPY-Y1 expressing cells, potentiator/agonist activation | activation, % at 3.6 µM | 220,000 tested, 0.37% active | AID 1304, 2008; in the data active = activation above about 33%, passing the limit was not always enough;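 also: cells stimulated with NPY at EC10 then isoproterenol at EC100; 0% = low agonist plus stimulus and 100% = saturating agonist plus stimulus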
# Ba/F3 V617F tox: reduced viability of JAK2V617F-dependent Ba/F3 cells, primary screen, JAK2V617F inhibitor project, cell-based, Ba/F3 EpoR-JAK2V617F, luminescence | ATP luminescence | inhibition, % at 5.6 µM | 220,000 tested, 1.1% active;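 active = inhibition above the campaign mean plus 3 SD over all tested compounds, cut at about 24% in these data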;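 also: cytokine-independent growth of Ba/F3 cells driven by EpoR plus mutant JAK2; 0% = DMSO-treated cells and 100% = JAK inhibitor I control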
# NPY-Y2 PAM-ag: NPY-Y2 potentiators or agonists, primary screen, cell-based; Neuropeptide Y receptor type 2 (Homo sapiens), P49146; cells expressing NPY-Y2, potentiator/agonist read-out; activation, % at 3.6 µM; 220,000 tested, 0.45% active; AID 1359, 2008; in the data active = activation above about 27%;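 also: cells stimulated with NPY near EC25 plus isoproterenol at EC100; 0% = vehicle plus submaximal agonist and 100% = vehicle plus saturating agonist; some results beyond the cut were filed as inactive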
# S1P4 agonist: S1P4 receptor agonists, primary screen, cell-based | S1P4-expressing cell line, agonist reporter assay | activation, % at 4.98 µM | 220,000 tested, 0.35% active | AID 1509, 2009; in the data active = activation above about 11%;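 also: 0% = DMSO vehicle and 100% = reference agonist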
# * marks the source's active call; other numbers are inactive results; · = no result given.
SMILES,p47phox inh,S1P4 antag,CHOP inhibitor,BaF3 parental,NPY-Y1 antag,NPY1 pot ag,Ba/F3 V617F tox,NPY-Y2 PAM-ag,S1P4 agonist
Cc1cc(C)cc(-n2nnnc2SCC(=O)N2CCOCC2)c1,-10.3,-23.9,56.9,-2.9,-7.0,11.3,-5.8,12.2,0.4
CC(C)C1Oc2cc3oc(=O)ccc3cc2C1=O (stereo not given),-6.1,1.5,-7.4,0.8,-5.5,4.2,-5.8,12.1,-0.4
COc1ccc(CN2CCN(Cc3ccccc3)C(CCO)C2)cc1OC (stereo not given),-5.4,10.9,8.0,1.0,0.8,-14.1,0.0,-18.6,0.9
COc1ccc([N+](=O)[O-])cc1NC(=O)c1ccc(CN(c2ccc(C)c(C)c2)S(C)(=O)=O)cc1,-12.2,4.6,-32.6,9.8,9.4,-14.6,1.6,10.5,0.7
Cc1ccc(S(=O)(=O)N2CCCC2)cc1S(=O)(=O)N1CCCC1,-4.5,-10.2,2.4,-1.2,9.2,-0.7,1.0,16.1,1.6
CNC(=S)N(Cc1cccs1)Cc1cc2cc(OC)ccc2[nH]c1=O,-0.3,-11.5,2.5,-3.7,10.3,1.3,-3.6,-18.8,4.3
COCCCNC(=O)CNC(=S)N(Cc1ccccc1F)C1CCCCC1,-14.2,-9.1,40.3,2.8,10.3,-18.8,-0.9,8.5,1.4
O=C(CSc1nc(Cc2ccccc2)nc2ccccc12)Nc1nc2c(s1)CCCC2,-15.5,-17.8,37.5,6.5,-3.8,7.0,2.4,-1.0,0.9
O=C(N/N=C/c1ccc(-c2ccccc2Cl)o1)c1ccccc1,-10.5,-7.2,-21.4,6.5,8.9,-10.4,1.9,-8.3,0.1
CC(C)CCOc1ncnc2c1sc1nc3c(cc12)CSC(C)(C)C3,-21.8,-5.3,23.2,0.0,4.2,7.0,-2.6,5.3,-5.4
Cc1ccc[n+](CC(=O)c2ccc(NC(=O)c3ccccc3)cc2)c1,-2.7,0.6,-6.4,11.2,1.4,-1.9,2.9,-12.5,0.4
CC1CN(c2ccc([N+](=O)[O-])cc2C#N)CC(C)O1 (stereo not given),-2.4,-11.4,2.9,3.0,-1.0,12.1,-0.6,-0.3,3.2
S=C(NCc1cccnc1)Nc1ccc(Oc2ccc(Cl)cc2)cc1,-22.1,-17.3,10.6,1.0,·,34.3,-1.3,5.8,0.3
Cc1ccc(NC(=O)N(Cc2cccnc2)Cc2ccco2)cc1C,-9.3,8.2,6.7,6.9,1.9,-10.1,-2.4,-17.2,-0.6
COc1ccc(OC)c(C2CC(c3ccccc3)=NN2C(=S)Nc2ccccc2)c1 (stereo not given),-18.0,1.8,-16.9,2.3,·,-15.1,2.2,-14.6,-0.3
COc1ccc(N2CCN(C(c3cccs3)C(C)NS(C)(=O)=O)CC2)cc1 (stereo not given),0.8,-4.3,14.2,5.3,7.8,5.0,1.1,7.3,1.8
Cc1sc(NC(=O)c2ccco2)c(CN2CCN(Cc3ccccc3)CC2)c1C,-2.7,-2.7,36.5,3.2,-2.4,-7.9,-2.8,10.7,-3.4
O=C(O)Cc1cc(C(=O)Nc2ccc(Br)cc2)sc1-c1ccccc1,-15.2,-13.3,40.9,2.5,6.2,-12.4,0.2,5.5,0.6
CCCCNC(=O)Nc1ncn[nH]1,-14.6,5.7,12.8,-1.4,·,11.0,-5.0,-6.2,-0.1
CCn1c(CNC(=O)c2cccc(C)c2)nnc1SCC(=O)NC1CCCCC1C (stereo not given),-6.6,-10.6,-18.0,8.2,0.0,17.7,3.4,-0.7,-0.8
c1coc(CN=C2NC(=NCc3ccco3)c3ccccc32)c1,-6.9,4.8,13.1,2.3,6.7,3.7,-3.6,-14.5,3.1
CCC(=O)Nc1ccc(OC)cc1OC,-5.4,-13.3,-10.2,1.1,3.0,3.3,-3.5,-8.5,0.2
CC(=O)N1c2ccccc2C2(O)N=C(C)SC12 (stereo not given),20.0,1.7,104.8*,4.7,6.0,-13.9,-1.1,4.4,0.9
COc1ccc(C(=O)N2CCCC(C(=O)N3CCCCCC3)C2)cc1 (stereo not given),-0.4,-13.4,-24.1,1.7,2.8,-18.3,-0.7,-4.6,2.0
Brc1cccc(-c2nnc3sc(CN4CCCCC4)cn23)c1,-12.0,16.1,4.5,-1.4,3.8,21.1,-4.2,22.9,0.4
CC1SC(c2ccc(Cl)cc2Cl)NC1=O (stereo not given),-15.6,-11.4,17.8,2.3,-1.7,-9.5,-2.0,-3.3,-0.1
Cc1ccc(S(=O)(=O)N2CCCC(C(=O)Nc3ccc(NC(=O)c4ccccn4)cc3)C2)cc1 (stereo not given),-0.8,-19.6,57.6,2.7,-0.7,-21.1,-0.5,-10.3,1.7
Cc1nc(N/N=C/c2ccccn2)sc1C,2.8,-6.9,86.3*,13.5,-5.0,-15.3,18.7,2.8,2.1
Fc1ccc(-n2cc(-c3ccccc3)[n+]3c2SCC3)cc1,-10.3,0.1,18.7,78.9*,-0.8,-2.8,48.7*,-5.8,-0.6
Cc1noc(C)c1C(=O)N1CCN(S(=O)(=O)c2ccc(F)cc2)CC1,-10.0,-17.1,-3.1,0.7,5.9,4.9,1.6,-6.6,-0.4
CCOC(=O)c1c(C)c(C(=O)NCc2cccnc2)c(C)n1C,-12.6,-7.7,10.8,5.0,-0.6,-18.5,-0.7,-16.9,1.2
CCNC(=S)N1CCN(C(=O)C(Cc2ccccc2)NC(C)=O)CC1 (stereo not given),2.3,-15.8,-4.9,5.2,1.0,-13.1,5.2,-3.2,-0.3
Cn1cc(C(=O)NCc2ccc(F)cc2)cn1,-11.8,-26.7,-2.8,2.3,1.5,14.4,-6.9,10.2,0.8
O=C(NC(Cc1ccccc1)C(=O)O)/C(=C/c1ccco1)NC(=O)c1cccc([N+](=O)[O-])c1 (stereo not given),-0.2,-20.9,18.6,3.7,7.2,9.6,-2.3,-8.2,1.2
Cc1cc(S(=O)(=O)NCCCN2CCOCC2)ccc1F,-7.4,-22.1,3.4,5.3,3.2,4.7,-0.6,-1.4,3.0
COc1ccc(C2CC(O)(C(C)(C)O)NO2)cc1 (stereo not given),-4.7,-1.9,-0.8,8.1,9.5,-24.2,4.5,-22.4,-2.6
CSc1sc(C(=O)Nc2ccc(F)cc2F)c2c1C=CCC2,-8.0,-17.9,7.2,-3.2,·,-11.8,3.1,-49.7,-1.4
CN(C)CCCNc1cc(Cl)c(S(=O)(=O)N2CCCCC2)cc1C(=O)O,-10.8,-15.3,-7.1,-2.2,-3.9,-3.4,-2.5,3.0,4.1
O=C1c2ccccc2C(=O)N1CSc1nnc(Nc2ccccc2F)s1,-10.2,-10.5,-4.4,2.1,3.9,8.1,-0.5,11.2,4.3
Nc1cc2sc(-c3ccc(C(=O)O)cc3)nc2cc1Cl,-18.2,-10.6,14.4,11.1,1.5,-19.1,8.1,7.7,2.0
COc1ccccc1-c1noc(-c2cccs2)n1,-13.8,-3.8,-9.4,5.3,1.9,-7.8,0.2,-5.9,-0.2
NC(=O)c1cccc2ccccc12,-8.9,1.0,10.7,-2.8,·,16.7,-3.3,-6.7,-0.3
COc1ccc(CCn2ccc(O)c(Cc3ccc(Cl)cc3Cl)c2=O)cc1OC,-4.8,-15.3,19.4,3.0,2.8,-7.8,2.4,-6.7,0.6
CCN(CC)S(=O)(=O)N1CCC(C(=O)NC2CCCc3ccccc32)CC1 (stereo not given),-7.4,-8.7,44.7,2.1,-3.5,1.1,4.4,1.5,-1.4
CON1C(=O)C(=O)N(OC)C2CCCCC21 (stereo not given),-6.8,-11.1,7.6,9.3,3.2,6.3,-0.3,-5.8,-1.9
c1ccc(CNn2c(N3CCOCC3)nc3ccccc32)cc1,-8.9,8.2,8.2,2.3,2.8,-0.5,-3.9,-9.6,-3.2
C/C(Nc1ccc(Cl)cc1)=C(/C#N)C(N)=O,1.2,-1.2,34.2,1.2,-2.0,-21.2,-3.9,-12.7,0.0
Cc1cccc(N2CCN(C(=O)c3ccc4nc(N5CCCCC5)sc4c3)CC2)c1C,1.3,6.7,49.8,0.0,·,0.8,-3.4,9.0,0.0
O=[N+]([O-])c1ccc(-n2cnc3ccccc32)c([N+](=O)[O-])c1,-3.2,-11.6,-0.6,6.5,-0.2,13.9,1.9,-1.1,1.8
CCOC(=O)c1ccc(NC(=O)CSC(=S)N2CCOCC2)cc1,5.2,-3.4,17.2,5.8,-1.4,-13.7,3.2,-6.0,-2.0
# Next entries follow.
SMILES,p47phox inh,S1P4 antag,CHOP inhibitor,BaF3 parental,NPY-Y1 antag,NPY1 pot ag,Ba/F3 V617F tox,NPY-Y2 PAM-ag,S1P4 agonist
O=C(O)c1cc2ccccc2c(=O)s1,-18.9,-13.6,-19.4,0.1,10.9,-4.6,-3.6,-20.2,0.1
COc1ccc(C(=O)NC(=S)Nc2cccc3nc(C)ccc23)cc1OC,-5.5,-14.6,13.4,0.3,·,2.8,1.9,1.0,2.2
CSCCC(NC(=O)C1CCC(C)CC1)C(=O)NCCN1CCOCC1 (stereo not given),-3.5,-6.7,2.6,5.5,6.8,5.4,4.4,2.6,1.7
Cc1nnc(SCc2cc(=O)[nH]c(N3CCCCC3)n2)s1,·,3.5,·,7.4,-3.9,-12.6,2.5,-12.8,-2.9
COc1ccc(Cc2noc(CN(C)Cc3ccc(-n4cccn4)cc3)n2)cc1OC,-0.2,-15.1,15.1,2.3,1.6,20.1,-3.8,4.6,0.1
Cc1cccc(C(=O)N[C@H](C(=O)Nc2nnc(C3CC3)s2)C(C)C)c1,-8.3,-9.5,21.5,8.8,0.2,-5.0,4.7,-4.0,-0.1
Cc1ccc(NC(=O)N2CCC(C(=O)NCCC3=CCCCC3)CC2)cc1,-6.5,-4.0,34.5,1.1,-2.8,-10.3,-4.7,6.8,-1.6
CC(=O)c1cc(CN2C(=O)c3ccccc3C2=O)cs1,2.0,-2.6,0.8,-0.3,3.9,3.1,-2.8,5.0,-0.1
COc1cc(-c2c(C#N)c(N)nc(SCc3ccncc3)c2C#N)cc(OC)c1OC,-8.5,-11.4,-13.4,5.5,-3.4,-10.1,0.5,6.4,0.4
CCOC(=O)C1(CC2CC2)CCN(Cc2cn[nH]c2-c2cccc(F)c2)CC1,0.8,-7.1,11.2,3.2,8.7,0.3,2.7,-10.3,-0.3

# Screening results as filed in PubChem BioAssay.
